From PubChem
NOD2-RIPK2 inh: NOD2-RIPK2 binding disruptors in cells, primary screen, fluorescence, CHO cells, BLA complementation; CCF4 ratio; actives 0.38% (n = 360,000); AID 624267, 2012; inhibition, % at 4.98 µM; Receptor-interacting serine/threonine-protein kinase 2 (Homo sapiens), O43353; in the data active means inhibition above about 21%;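 further: 0% = vehicle only and 100% = reference blocker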
TLR9-MyD88 inh: inhibitors of TLR9-MyD88 association in cells, primary screen, cell-based, CHO, BLA complementation, fluorescence; CCF4 FRET ratio; inhibition, % at 4.98 µM; actives 0.21% (n = 340,000);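 active means inhibition above the mean over all tested compounds plus 3 SD, cut at about 21% in these data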;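 further: 0% = DMSO only wells and 100% = clavulanate BLA inhibitor control wells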
COUP-TFII inh: NR2F2 transcriptional activity inhibitors, primary screen, cell-based, luciferase reporter, HEK293T, luminescence; COUP transcription factor 2 (Homo sapiens), P24468; HEK293T NGFI-A luciferase reporter; inhibition, % at 8.6 µM; actives 0.7% (n = 370,000);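 active means inhibition above a per-plate cutoff, mean inhibition of test wells between control levels plus 3 SD, cut at about 38% in these data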;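 further: cells cotransfected with COUP-TFII expression vector driving the NGFI-A reporter; 0% = median of COUP-TF2 test wells and 100% = reporter-only cells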
SRC2 inh: inhibition of GAL4-SRC2 driven luciferase reporter, primary screen, SRC2 inhibitor project, cell-based, luminescence; Nuclear receptor coactivator 2 (Homo sapiens), Q15596; inhibition, % at 9 µM; AID 651957, 2012; actives 0.17% (n = 370,000); HEK293 GAL4-SRC2 luciferase reporter;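 active means inhibition above the mean inhibition of all tested compounds plus 3 SD, set per campaign, cut at about 52% in these data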;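 further: 0% = DMSO treated cells and 100% = cells given Gossypol at 36 µM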
SRC3 inh: SRC3 coactivator transcriptional activity inhibitors, primary screen, cell-based, luminescence; Nuclear receptor coactivator 3 (Homo sapiens), Q9Y6Q9; HEK293 GAL4-SRC3 luciferase reporter; inhibition, % at 3.6 µM; actives 0.17% (n = 360,000); AID 588352, 2011;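 active means inhibition above a per-campaign cutoff, the mean of all compounds plus 3 SD, cut at about 60% in these data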;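 further: 0% = DMSO-treated cells and 100% = gossypol-treated cells at 36 µM; higher means less SRC3-driven luciferase light from the GAL4 reporter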
C8 TRAIL sens: viability loss with TRAIL in NB7+C8 cells, primary screen, TRAIL sensitizer project, cell-based, ATPlite luminescence | inhibition (viability loss, TRAIL sensitization), % at 10 µM | actives 1% (n = 360,000) | AID 624354, 2012;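 active means compounds causing at least 50% loss of cell viability in the single-dose screen, relative to plate controls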
TROY NFkB inh: inhibitors of TROY-driven NF-kB signaling, primary screen, Q293 LMP1-TROYcd cells, NF-kB luciferase, uHTS. Q293 LMP1-TROYcd NF-kB luciferase reporter, 4 h. inhibition, % at 10 µM. actives 0.98% (n = 360,000);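 active means compounds whose plate-normalised and pattern-corrected inhibition of the luciferase reporter signal at the single screening dose is 50% or more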
TWEAK Fn14 block: inhibitors of TWEAK-Fn14 signaling, primary screen, luciferase reporter cells, uHTS. TWEAK-stimulated Fn14 reporter cells, luciferase luminescence, 8 h. inhibition, % at 10 µM. actives 2% (n = 360,000); in the data active means inhibition above about 50%
LMP1 NFkB inh: EBV LMP1-driven NF-kappaB luciferase reporter inhibitors, primary screen, cell-based, luminescence, single point; LMP1-induced NF-kappaB luciferase reporter cells; inhibition, % at 12.5 µM; actives 0.69% (n = 350,000); AID 504558, 2011; in the data active means inhibition above about 41%;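 further: 0% = neutral control wells and 100% = reference inhibitor control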
NR5A2 inv ag: LRH-1 (NR5A2) inverse agonists, primary screen, cell-based, luminescence, HEK293T, StAR-luciferase reporter | AID 602396, 2012 | LRH-1 transfected, 24 h | Nuclear receptor subfamily 5 group A member 2 (Homo sapiens), O00482 | inhibition, % at 3.6 µM | actives 0.13% (n = 360,000);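 active means inhibition above the mean inhibition of all tested compounds plus 3 SD, cut at about 73% in these data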;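 further: 0% = DMSO wells and 100% = reporter-only cells lacking LRH-1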
NCOA1 inh: SRC1 coactivator transcriptional activity inhibitors, primary screen, cell-based, luminescence | Nuclear receptor coactivator 1 (Homo sapiens), Q15788 | HEK293 GAL4-SRC1 luciferase reporter | inhibition, % at 3.6 µM | actives 0.12% (n = 360,000) | AID 588354, 2011;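 active means inhibition above the campaign mean plus 3 SD, with each screening campaign given its own cutoff, cut at about 60% in these data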;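 further: 0% = DMSO treated cells and 100% = gossypol at 36 µM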
* = called active by the depositor; . = no result given. These rows are one share of the data; the hit share may differ from the screen's.

SMILES	NOD2-RIPK2 inh	TLR9-MyD88 inh	COUP-TFII inh	SRC2 inh	SRC3 inh	C8 TRAIL sens	TROY NFkB inh	TWEAK Fn14 block	LMP1 NFkB inh	NR5A2 inv ag	NCOA1 inh
CCCc1cc(C(=O)Nc2ccc(C#N)cc2)no1	-4	-3	7	-27	-3	3	-44	-20	3	-7	3
c1cc(N2CCCCC2)nc(N2CCCCC2)n1	-2	11	5	9	3	-6	-37	-3	5	-3	-56
Cc1c(-c2ccco2)[n+](=O)c2c(n1[O-])CCCCC2	0	9	13	-3	2	-1	18	4	8	-12	-12
COc1ccccc1C(=O)OCC(=O)NC(=O)NCc1ccccc1	-11	-5	0	-5	4	-1	-39	0	5	9	6
O=C(Cc1c(F)cccc1Cl)NNC(=O)c1cccs1	-11	-5	-4	-7	3	3	0	-2	0	-19	-4
Cc1ccc(C(=O)Nc2ccc(Cl)cc2C)c(Cl)c1	-2	-3	-48	-62	-42	55*	-59	-11	-42	-89	-79
Cc1cc(=O)oc2cc(NC(=O)CCC(=O)O)ccc12	10	-10	1	2	0	5	3	-25	-8	-6	-3
CC(C)C[C@H](NC(=O)C1CCN(S(=O)(=O)c2ccccc2)CC1)C(=O)NCc1ccncc1	10	8	6	-23	8	6	-13	9	0	-5	6
CC1(C)CC(=O)C=C(c2ccc(COC(=O)C3CC3)cc2)C1=O	-6	-6	-3	-41	-57	4	-52	-51	-15	-11	-19
COc1ccc(S(=O)(=O)N2N=C(C)Oc3ccccc3C2=O)cc1	1	7	8	-17	2	3	16	25	-2	33	8
O=C(Cn1nnc(-c2cccs2)n1)N1c2ccccc2Sc2ccc(C(F)(F)F)cc21	2	8	2	-12	5	7	13	14	-3	2	6
Cc1cccc(N2N=C(C(=O)OCC(=O)c3ccccc3)CCC2=O)c1	-16	2	2	2	2	-1	-21	14	-6	4	-6
CC1(NC(=O)c2ccccc2)CCN(CCc2cccs2)C1=O (configuration not stated)	-18	1	6	-7	3	2	5	11	4	9	-2
COc1ccc(CCNC2CCC(c3ccccc3)CC2)cc1 (configuration not stated)	5	-2	4	-11	13	10	16	3	7	-2	-35
O=C(Nc1ccccc1)Nc1ccc2nnsc2c1	5	7	-27	-42	-28	16	-35	-19	-8	-36	-63
Cc1ccc2nc(N(CCN(C)C)C(=O)c3cc(Cl)sc3Cl)sc2c1	-5	-14	-5	-15	-9	-7	-54	-35	-27	-42	-27
Cc1cccc(-c2cc3nc(-c4ccccc4)cc(=O)n3[nH]2)c1	0	1	-34	-101	-68	44*	-23	21	-21	-33	-44
O=C(NCCCCCNC(=O)c1ccco1)c1ccco1	-7	-2	7	-15	-1	27	14	14	-8	4	2
CCOc1ccc2c(c1)nc(C)n2C	-16	.	-22	-12	-13	-1	-4	-10	-4	-11	9
Cn1c(=O)c2sc3c(c2n(CC(=O)Nc2ccccc2)c1=O)COC(C)(C)C3	-4	-8	-13	-1	-4	-9	-8	4	-2	2	5
COc1cc(S(=O)(=O)N2CCOCC2)ccc1NC(=O)COC(=O)COc1ccccc1	9	9	-7	-19	-1	-2	10	-9	-10	0	-11
Cc1cccc(CN(Nc2ccccc2)c2ccccc2)n1	-9	4	18	-23	2	10	-26	-1	-9	-19	-9
COc1cccc(NC(=O)CSc2nnc(CNC(=O)c3ccccc3)n2C)c1	1	3	-11	3	-11	-3	8	-6	-1	6	-3
CN1CCN(c2ccc(CNC(=O)c3ccc(-c4ccc(F)c(F)c4)c4ccoc34)cc2)CC1	13	.	-17	-15	5	23	10	-66	.	7	9
COc1ccc(NC(=O)CSc2nc3c(c(=O)[nH]2)CCC3)cc1OC	4	-1	16	-22	-3	13	-10	-5	6	-4	-15
Cc1cccc2sc(N(CCN3CCOCC3)C(=O)CCS(=O)(=O)c3ccccc3)nc12	4	-7	-6	-6	15	0	-6	6	2	-15	0
CCN1C(=O)[C@H]2[C@@H](c3ccc(-c4ccc(F)cc4)c(OC)c3)N[C@@](Cc3ccccc3)(C(=O)OC)[C@H]2C1=O	-8	-3	-8	-25	-10	5	3	16	5	-12	-10
COc1cc2c(cc1OC)CN(c1nc(CN3CCCC3)nc3sc(C)c(C)c13)CC2	-2	3	-8	-30	15	-14	15	3	6	-1	-3
COc1ccc(CC(=O)Oc2cc(C)ccc2C)cc1	4	1	2	8	2	11	-14	2	-1	5	5
Cc1sc2nc(SCCO)n(-c3ccccc3)c(=O)c2c1C	0	-2	5	12	-3	13	11	2	-3	31	-2

Further results follow.
SMILES	NOD2-RIPK2 inh	TLR9-MyD88 inh	COUP-TFII inh	SRC2 inh	SRC3 inh	C8 TRAIL sens	TROY NFkB inh	TWEAK Fn14 block	LMP1 NFkB inh	NR5A2 inv ag	NCOA1 inh
CC(C)C(NC(=O)c1ccccc1F)C(=O)NCc1ccccc1 (configuration not stated)	-9	-9	-1	12	4	3	8	-1	-2	-10	-18
CC(Oc1ccc2c(-c3ccccc3)cc(=O)oc2c1)C(=O)NCC(O)c1ccccc1 (configuration not stated)	-4	-11	-17	-7	2	-3	18	-6	-8	-6	-7
CCCCCCNC(=O)c1cc(S(=O)(=O)N2CCc3ccccc32)ccc1F	-1	-10	9	11	8	-11	5	-2	-15	-8	21
COc1ccccc1NC(=O)CN(C)S(=O)(=O)c1cccc2cccnc12	-10	6	8	-20	9	-3	-3	7	5	-18	20
Cc1ccc(NC(=O)CSc2nnc(-c3cc(C)[nH]n3)n2N)c(C)c1	-4	1	11	5	-8	2	8	-5	-5	15	-4
O=C(NN1CCOCC1)c1ccc(Br)s1	2	8	21	0	20	3	-21	-8	5	1	-7
COc1ccc(CNC(=O)C2CCN(S(=O)(=O)c3ccc4c(c3)C(C)(C)C(=O)N4C)CC2)cc1	-5	10	2	4	4	-6	8	12	-2	9	-9
Cn1c(=O)[nH]c(=O)c2[nH]c(N(Cc3ccccc3)Cc3ccccc3)nc21	15	4	0	-36	-18	10	-6	5	2	23	11
O=C(Nc1ccc(Cc2ccncc2)cc1)c1cccs1	-4	-9	-18	-18	7	2	-34	-36	2	-1	-107
NC(=O)NC(=O)COC(=O)c1ccc(OC(F)(F)F)cc1	-10	-2	-2	-17	9	6	-6	-1	1	6	-11
CCCCn1c(N)c(N(CCOC)C(=O)c2cccc(S(=O)(=O)N3CCCCC3)c2)c(=O)[nH]c1=O	1	7	9	-2	6	8	5	1	0	12	-7
C[C@H](CO)N1C[C@H](C)[C@@H](CN(C)Cc2ccc3c(c2)OCO3)Oc2ccc(NS(C)(=O)=O)cc2C1=O	0	0	1	4	17	-9	-4	-13	-3	4	-20
COc1ccc(C(=O)N/N=C\c2coc3ccccc3c2=O)cc1	4	1	8	10	1	-8	13	-5	-3	-14	12
COCCNC(=O)CN1N=C(c2ccc(OC)cc2)CCC1=O	1	-6	-3	-5	2	-6	8	9	-11	-6	-32
CCN(CCCNC(=O)c1c(C)cc(=O)oc1C)c1cccc(C)c1	-9	0	-11	-19	-12	4	-11	-26	-2	-28	-14
CCOC(=O)Cn1c(C(C)=O)nc2ccccc21	-15	-7	-2	-30	10	1	-1	-11	1	-9	-2
CCOc1ccccc1CNC(=O)CCc1cn(C)c2ccccc12	4	1	13	-14	11	-37	9	12	-3	8	-2
O=C(Nc1ccc(Oc2ccccc2)cc1)c1csc([C@@H]2O[C@H](CO)[C@H](O)[C@H](O)[C@H]2O)n1	-2	.	3	15	-2	-11	4	28	.	2	-10
Cc1ccc(NC(=S)N(CCN(C)C)Cc2cccs2)cc1C	1	-4	10	4	8	16	15	1	12	1	-4
O=C(CCN1C(=O)C2CCCCC2C1=O)Nc1cc([N+](=O)[O-])ccc1Cl (configuration not stated)	1	-1	-2	-8	4	-1	17	-4	-6	3	-5
CN1OC[C@@H]2CN(S(=O)(=O)c3cccc4ccccc34)[C@H](c3ccc(N4CCCCC4)cc3)C[C@@H]21	-2	.	13	29	-3	-8	15	-8	.	-6	6
Cc1noc(C)c1CSc1nc2ccccc2c(=O)n1-c1ccc(F)cc1F	-5	3	-25	-42	14	-4	-8	20	3	8	6
O=C(Nc1cccc2ncccc12)c1cc([N+](=O)[O-])ccc1Cl	-1	3	5	29	15	-10	-7	1	13	4	0
CC[C@]12c3[nH]c4cc(CCC(=O)N(C)C)ccc4c3CCN1C(=O)[C@@H](CC(=O)NC/C=C(\C)CCC=C(C)C)C[C@@H]2C(=O)N1CCN(C(=O)C2CC2)CC1	11	-5	-12	-10	-1	14	-7	19	7	-11	-13

Laid out differently: entries from further up.
> Cc1ccc(NC(=S)N(CCN(C)C)Cc2cccs2)cc1C
  NOD2-RIPK2 inh: 1 | TLR9-MyD88 inh: -4 | COUP-TFII inh: 10 | SRC2 inh: 4 | SRC3 inh: 8 | C8 TRAIL sens: 16 | TROY NFkB inh: 15 | TWEAK Fn14 block: 1 | LMP1 NFkB inh: 12 | NR5A2 inv ag: 1 | NCOA1 inh: -4
> O=C(CCN1C(=O)C2CCCCC2C1=O)Nc1cc([N+](=O)[O-])ccc1Cl (configuration not stated)
  NOD2-RIPK2 inh: 1 | TLR9-MyD88 inh: -1 | COUP-TFII inh: -2 | SRC2 inh: -8 | SRC3 inh: 4 | C8 TRAIL sens: -1 | TROY NFkB inh: 17 | TWEAK Fn14 block: -4 | LMP1 NFkB inh: -6 | NR5A2 inv ag: 3 | NCOA1 inh: -5
